Assay outcomes deposited in PubChem BioAssay by several laboratories.
Runt-SMMHC FRET – inhibitors of RUNX1 Runt–CBFb-SMMHC binding, primary screen, biochemical, FRET, Cerulean-Runt, Venus-CBFb-SMMHC, uHTS | Cerulean-Runt/Venus-CBFb-SMMHC FRET ratio 530/480, 1 h | inhibition, % at 20 µM | 0.74% of 220,000 active | AID 1434, 2008;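 active = mean inhibition across duplicate retests at 20 µM reaching about 50%, limit read from the data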;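 also: 0% = DMSO wells and 100% = wells with excess untagged CBFb-SMMHC; inhibitors lower the FRET ratio by blocking Runt binding to CBFb-SMMHC; some results filed as inactive read as strong as hits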
p97 ATPase inh – inhibitors of human p97 ATPase, primary screen, biochemical. 0.42% of 220,000 active. Transitional endoplasmic reticulum ATPase (Homo sapiens), P55072. recombinant p97 ATPase, Kinase-Glo ATP luminescence, 3 h. inhibition, % at 8 µM; in the data active = inhibition above about 15%;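 also: 0% = DMSO vehicle and 100% = wells lacking enzyme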
NPY1 pot ag – NPY-Y1 receptor potentiators or agonists, primary screen, cell-based | NPY-Y1 expressing cells, potentiator/agonist activation | activation, % at 3.6 µM | 0.37% of 220,000 active | AID 1304, 2008; in the data active = activation above about 33%, passing the limit was not always enough;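 also: cells stimulated with NPY at EC10 then isoproterenol at EC100; 0% = low agonist plus stimulus and 100% = saturating agonist plus stimulus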
Target sequence (P25929 whole entry, looked up): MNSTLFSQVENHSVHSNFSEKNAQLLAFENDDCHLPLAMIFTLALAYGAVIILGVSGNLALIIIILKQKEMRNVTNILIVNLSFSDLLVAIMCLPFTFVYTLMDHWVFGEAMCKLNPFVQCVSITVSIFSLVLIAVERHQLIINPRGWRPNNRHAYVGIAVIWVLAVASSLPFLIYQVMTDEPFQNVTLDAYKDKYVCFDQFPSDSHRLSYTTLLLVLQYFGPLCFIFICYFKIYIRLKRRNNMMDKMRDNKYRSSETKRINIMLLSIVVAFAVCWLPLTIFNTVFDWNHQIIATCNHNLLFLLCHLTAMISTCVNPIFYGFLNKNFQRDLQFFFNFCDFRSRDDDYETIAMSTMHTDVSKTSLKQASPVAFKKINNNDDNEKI
Runt-CBFb FRET – inhibitors of RUNX1 Runt–CBFb binding, primary screen, biochemical, FRET, Cerulean-Runt, Venus-CBFb, uHTS; Cerulean-Runt/Venus-CBFb FRET ratio 530/480, 1 h; inhibition, % at 20 µM; 0.46% of 220,000 active; AID 1496, 2009; Runt-related transcription factor 1 (Homo sapiens) + Core-binding factor subunit beta …;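 active = inhibition over about 50% at 20 µM in the single-dose screen, limit read from the data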;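 also: 0% = DMSO wells and 100% = excess unlabeled CBFb competitor control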
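Schedule: protein complex preformed 1 h, compound exposure 1 h, room temperature, dark; test system: Cerulean-labeled Runt domain protein; amount: 100 nM per protein; buffer or medium: Tris 50 mM pH 7.5, KCl, K2SO4, 0.01% BSA; read-out: loss of energy transfer signal; detection: FRET fluorescence; controls: 5 µM unlabeled CBFb as full-inhibition high control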
RBBP9 inh – human RBBP9 inhibitors, primary screen, biochemical, fluorescence polarization, FP-Rh probe, HTS. recombinant RBBP9. inhibition, % at 7.94 µM. 0.2% of 220,000 active;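 active = inhibition above the campaign mean of all tested compounds plus 3 SD, cut at about 14% in these data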;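 also: plate controls were DMSO wells with RBBP9 for no effect and wells lacking RBBP9 protein for full effect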
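Measured by: FP readout at 525/598 nm; material: recombinant human RBBP9; also added: Serine-hydrolase probe FP-Rh, 375 nM pre-mixing; medium: Tris buffer pH 8.0, NaCl, Pluronic; replication: one well per compound; doses: one concentration, 7.94 µM nominal, 0.794% DMSO; timing: preincubation 30 min plus labeling 45 min at 25 °C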
MDM2 E3 inh – MDM2-luciferase reporter signal enhancers, primary screen, MDM2 E3 ligase inhibitor project, cell-based, luminescence, 1536-well; signal enhancement, % at 5 µM; E3 ubiquitin-protein ligase Mdm2 (Homo sapiens), Q00987; 0.11% of 210,000 active; cell-based MDM2 ubiquitination luciferase reporter, 2 h; 0 = plate control, 100 = twice control, blank-subtracted;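 active = signal enhancement of 30% or more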;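 also: luminescence tracks abundance of the self-degrading MDM2-luciferase fusion protein; higher signal means inhibition of MDM2 E3 ligase activity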
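Assay system: mammalian cells stably expressing self-ubiquitinating, self-degrading MDM2 E3–luciferase fusion. Quantity: 2000 cells in each well. Medium: DMEM culture medium. Compound dosing: single-point 5 µM. Timing: cell settling 4 h, compound treatment 2 h, both 37 °C. Technique: luciferase luminescence. Read-out basis: percent signal gain over controls, blank-subtracted. Benchmarks: plate controls and plate blanks.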
Hck-Nef inh – inhibitors of Nef-activated human Hck kinase, primary screen, biochemical, Z-Lyte FRET, 384-well, Hck-YEEI. Recombinant Hck-YEEI plus Nef, Z-Lyte FRET kinase assay. inhibition, % at 20 µM. 0.68% of 220,000 active. AID 463187, 2010;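 active = Hck-Nef kinase inhibition above about 50%, limit read from the data; inactive = inhibition below that limit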;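 also: 0% = DMSO with Hck plus Nef and 100% = Hck alone without Nef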
Target sequence (P08631 whole entry, looked up): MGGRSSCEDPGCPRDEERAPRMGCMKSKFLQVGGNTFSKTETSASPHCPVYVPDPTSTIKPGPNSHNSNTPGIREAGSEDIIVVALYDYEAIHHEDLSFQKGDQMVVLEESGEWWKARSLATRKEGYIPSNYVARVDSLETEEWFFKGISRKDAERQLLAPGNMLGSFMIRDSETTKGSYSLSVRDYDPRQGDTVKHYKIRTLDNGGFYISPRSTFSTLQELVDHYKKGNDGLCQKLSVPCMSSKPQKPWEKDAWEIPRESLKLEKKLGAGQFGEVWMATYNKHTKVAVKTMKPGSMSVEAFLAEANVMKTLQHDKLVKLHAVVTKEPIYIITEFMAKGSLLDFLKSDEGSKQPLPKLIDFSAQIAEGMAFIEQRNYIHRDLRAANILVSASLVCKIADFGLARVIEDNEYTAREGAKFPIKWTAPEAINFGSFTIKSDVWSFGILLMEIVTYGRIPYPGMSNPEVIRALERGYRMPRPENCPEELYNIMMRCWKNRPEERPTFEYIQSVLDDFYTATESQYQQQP
NPY Y1 blocker – NPY-Y1 receptor antagonists, primary screen, cell-based; 1% of 200,000 active; inhibition, % at 3.6 µM; Neuropeptide Y receptor type 1 (Homo sapiens), P25929; AID 1040, 2008; HEK293-CNG Y1 cells, membrane potential fluorescence; NPY at EC95, then isoproterenol;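 active = inhibition above the campaign mean inhibition of all tested compounds plus 3 SD, cut at about 20% in these data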;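 also: 0% = DMSO wells given NPY plus isoproterenol and 100% = isoproterenol alone without NPY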
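Assay system: HEK293 Y1/CNG channel cell line; Doses: single compound dose of 3.6 µM, 0.4% DMSO; Timing: dye 3 h, compound 60 min room temperature, stimulation 45 min; Technique: Membrane-potential fluorescent dye readout; Measure: % inhibition of NPY effect.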
NPY-Y2 PAM-ag – NPY-Y2 potentiators or agonists, primary screen, cell-based | Neuropeptide Y receptor type 2 (Homo sapiens), P49146 | cells expressing NPY-Y2, potentiator/agonist read-out | 0.45% of 220,000 active | AID 1359, 2008 | activation, % at 3.6 µM; in the data active = activation above about 27%;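 also: cells stimulated with NPY near EC25 plus isoproterenol at EC100; 0% = vehicle plus submaximal agonist and 100% = vehicle plus saturating agonist; some results beyond the cut were filed as inactive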
* marks the source's active call; other numbers are inactive results; x = not tested or not shown.

SMILES	Runt-SMMHC FRET	p97 ATPase inh	NPY1 pot ag	Runt-CBFb FRET	RBBP9 inh	MDM2 E3 inh	Hck-Nef inh	NPY Y1 blocker	NPY-Y2 PAM-ag
COc1ccc(-c2csc(Nc3ccccc3)[n+]2CC(O)c2ccc([N+](=O)[O-])cc2)cc1 (centres undefined)	4	1	12	4	5	-10	7	x	18
Cc1nc2ccc(NC(=O)c3ccc(F)c(S(=O)(=O)N4CCOCC4)c3)cc2s1	-2	-4	16	-2	-10	13	0	4	5
CC(C)C[C@@H](CN(C)N=O)N(C[C@H](Cc1ccccc1)N(CCc1ccccc1)N=O)N=O	-9	-7	-6	-1	-13	x	-12	1	1
O=C(NCc1cccnc1)/C(=C/c1ccco1)NC(=O)c1ccccc1	-2	3	6	2	-3	-2	1	10	11
Cc1ccc(Nc2c(-c3ccc(N4CCOCC4)cc3)nc3ncccn23)cc1C	-40	2	-35	-16	-6	x	-18	-1	9
COc1cc(S(=O)(=O)NC2CCCCC2)ccc1Cl	2	-6	-17	-2	6	-12	0	-4	-9
CCc1c(C#N)c(SCCC(=O)Nc2ccc(F)cc2)nc2c1C(=O)CC(C)(C)C2	0	0	-13	2	-3	-11	-1	9	-21
COC(=O)c1cc(-c2c[nH]c3ccccc23)n[nH]1	-2	6	8	2	1	-13	2	-5	10
CCOC(=O)c1c(/N=C/C2C(=O)CCCC2=O)sc(C)c1C	-5	4	-5	14	-1	0	1	3	16
CCOCCOC(=O)c1ccc(NC(=O)c2cc(OC)c(OC)c(OC)c2Br)cc1	0	0	-23	0	-11	17	4	4	-9
COc1ccc(OC)c(N/C(=N/c2nc(C)cc(C)n2)NC(C)=O)c1	-1	-3	-5	-2	-6	x	25	x	3
N#Cc1nc(-c2ccc(F)cc2)oc1NCc1cccc2c1OCO2	2	0	-25	-2	-3	6	-2	22*	-9
Cc1nc2c(sc3nc(N4CCOCC4)c4c(c32)CC(C)(C)OC4)c(-c2ccccc2)c1C(=O)O	82	1	3	14	-4	-2	-72	x	-3
Cc1ccc2[nH]c(=S)cc(C)c2c1	12	1	-20	3	0	-5	-1	6	-13
O=C(CNC(=O)c1ccccc1Br)N/N=C/c1cc(Br)ccc1O	26	0	-13	10	-3	-19	20	0	2
O=C(O)CN1C(=O)/C(=C/c2ccc(N3CCCCC3)o2)SC1=S	3	-7	-19	11	-12	-7	-8	x	-1
Cc1ccc(-c2nc(S(=O)(=O)c3ccc(F)cc3)c(SCC(=O)NCC3CCCO3)o2)cc1 (centres undefined)	2	-6	-16	2	3	-2	1	1	-2
Cc1cc(C)cc(NC(=O)C2(c3cccs3)CCOCC2)c1	-3	5	-37	-3	1	-15	4	4	-15
COc1ccc(C(C)NC(=O)c2ccccc2)cc1 (centres undefined)	-2	-2	9	2	-3	-5	3	3	-7
Cc1ccsc1/C=C1\CCC(C2CCCC2)C1=O (centres undefined)	1	-1	3	-1	-9	-27	30	4	3
Cn1cnc([N+](=O)[O-])c1S(=O)(=O)c1cccc(Cl)c1	11	-1	-52	14	-7	-21	-51	0	-15
CCn1c(SCC(=O)NC2CCCCC2C)nnc1-c1ccc(OC)cc1 (centres undefined)	-2	1	-15	-2	-7	-15	0	-1	7
O=C(Nc1ccc(Oc2cccnc2)cc1)c1ccccc1F	1	-5	17	-5	0	-25	-1	4	2
CCn1c(SCC(=O)NNC(=O)c2ccccc2)nnc1-c1ccco1	0	5	-22	-1	1	-17	21	3	2
C=CCOc1ccc(C(=O)Nc2ccc(OCC)cc2)cc1	0	0	-12	2	-8	-2	21	1	-4
O=C(Nc1cccc([N+](=O)[O-])c1)c1ccc(CN2CCOCC2)cc1	2	5	-10	-3	4	2	-2	1	2
COc1ccc(C(=O)c2ccc(N3CCN(C(=O)c4ccc(F)cc4)CC3)c(F)c2)cc1Br	-1	-6	6	-2	-8	-9	-24	4	-5
O=C(CN1CCCc2ccccc21)NCCc1ccc(F)cc1	-10	0	8	-2	7	3	21	3	-4
Cc1cc(C)cc(Oc2ccccc2CO)c1	3	0	6	1	-6	-8	-1	4	-3
CCOC(=O)C(NCc1ccco1)(NC(=O)c1ccc(OC)cc1)C(F)(F)F (centres undefined)	0	-1	11	0	-8	-4	0	2	0
O=C(NC1CCCCC1)c1ccccc1NC(=S)NC(=O)C1CC1	0	4	2	1	-5	1	2	1	0
CCOc1ccc(S(=O)(=O)NCCCl)cc1	-4	3	-3	3	0	-4	14	1	-1
CC(C)c1ccc(NC(=O)C(c2ccccc2)N2CCN(C=O)CC2)cc1 (centres undefined)	-11	5	9	-5	-3	2	2	4	-10
COc1ccc2c(c1OC)C(=O)OC2c1c(O)nc(SC)n(-c2ccccc2)c1=O (centres undefined)	0	7	2	1	1	-12	1	-2	0
N#Cc1ccc(S(=O)(=O)Nc2ccc3ccccc3n2)cc1	-2	0	-3	3	-6	0	18	x	17
CCC(C(=O)Nc1ccccc1C(=O)N1CCCC1)N1C(=O)c2ccccc2C1=O (centres undefined)	-2	13	-19	0	0	-10	-9	-5	-12
CSc1cccc(NC(=S)N2CCC(N(C)C3CCCCC3)CC2)c1	-1	4	-6	7	5	25	30	10	1
CCOC(=O)C1=C(CC)OC(N)=C(C#N)C1c1ccc(NC(C)=O)cc1 (centres undefined)	6	1	-10	7	-4	-5	-13	0	-15
O=C(CSc1nnc(Cc2cccs2)n1C1CCCCC1)N1CCN(C(=O)c2ccco2)CC1	-1	5	8	2	0	x	-1	-1	1
Nc1nc2nc(-c3ccc(OCc4ccccc4)cc3)cc(C(F)(F)F)n2n1	92*	-5	-11	80*	2	2	2	-2	12
Nc1c(C(=O)c2ccccc2)oc2ccccc12	4	-7	-6	1	-8	1	6	-11	12
C=CCNC(=O)c1oc2ccc(S(=O)(=O)N(CC)CC)cc2c1C	2	-2	-8	-6	7	-13	0	-5	0
CCn1cc(-c2n[nH]c(=S)n2-c2ccc(C)cc2Br)c(=O)c2ccc(C)nc21	4	0	-4	6	-7	-16	3	x	-10
COc1ccc2c(c1)sc(=N)n2C	4	7	0	39	-6	-23	26	2	15
CCOc1cc2c(cc1OCC)C(C(=O)O)C(c1ccc(OC)c(O)c1)N(C)C2=O (centres undefined)	-6	7	-1	-1	-7	-1	1	5	-2
FC(F)(F)c1ccc(NC(=S)NC2CCCCC2)cc1	-1	3	20	-2	-6	-7	19	-6	2
NC(=O)N/N=C/C=C/c1ccc(F)cc1	0	5	1	4	7	-7	18	x	5
COc1ccc(N2CC(C)Cn3c2nc2c3c(=O)n(CCN3CCOCC3)c(=O)n2C)cc1 (centres undefined)	-1	1	4	-1	4	-18	1	-8	7
CCCCOc1ccc(C(=O)CCNC(C(=O)O)C(C)CC)cc1 (centres undefined)	x	1	12	x	0	x	1	-5	-10
O=C(CNC(=O)C1CCCCC1)Nc1ccc(Cl)cc1	-2	1	20	0	1	-19	0	4	0
CC1=C(C(=O)OCc2ccccc2)C(c2cccs2)NC(=O)N1CCCC(=O)O (centres undefined)	1	0	1	-1	-8	x	1	6	-13
COc1ccc(C(=O)NNC(=O)CSc2nnc(-c3cccnc3)o2)cc1	x	-1	6	x	-8	-3	17	2	-4
CCOC(=O)c1ccc(N=C2SC(C(=O)NC)CC(=O)N2Cc2ccc(F)cc2)cc1 (centres undefined)	-3	3	12	-6	-8	1	12	-2	-2
CCOC(=O)c1c(Cc2cccc(Cl)c2)c[nH]c1C	-5	3	-6	-3	-2	-8	2	7	-11
CCOCc1c(C(=O)OCC(=O)Nc2ccc(C)c(S(=O)(=O)N(C)C)c2)oc2ccccc12	-2	0	-27	0	-13	-10	1	-1	-9
CCN(CC)c1nc2n(c(=O)n1)CCO2	-1	3	3	1	3	-13	0	-2	-2
COCCCn1c(Cc2csc(Nc3cccc(Cl)c3)n2)nnc1SCC(=O)OC	2	-9	-14	-1	-8	-3	0	6	1
Cc1ccc(N(CC(=O)Nc2ccc3c(c2)OCCO3)S(=O)(=O)c2c(C)noc2C)cc1	2	-2	4	-1	-4	-12	1	1	-1
COc1ccc(CC(=S)N2CCOCC2)cc1OC	0	3	11	x	-10	0	0	-1	-2
Cc1nn(C)c(C)c1S(=O)(=O)N1CCC(CO)(CC2CCCCO2)CC1 (centres undefined)	4	2	1	-1	-4	4	9	0	-6

Additional structures follow.
SMILES	Runt-SMMHC FRET	p97 ATPase inh	NPY1 pot ag	Runt-CBFb FRET	RBBP9 inh	MDM2 E3 inh	Hck-Nef inh	NPY Y1 blocker	NPY-Y2 PAM-ag
CCCCCCCCOC(=O)CCn1[nH]c(=O)c2ccccc2c1=O	1	2	5	0	-7	-9	1	-3	9
Cc1cc(=O)[nH]c(SCC(=O)NCCOc2ccccc2)n1	-3	4	-9	0	3	-2	0	3	-14
O=C(NCc1ccccc1)N1CCN(c2ccc(Cl)c(Cl)c2)CC1	-3	-7	0	-2	-6	-4	0	7	-1
O=C(c1cnn2c(C(F)F)cc(-c3ccccc3)nc12)N1CCc2ccccc21	4	-2	-3	-1	-8	-33	-13	-1	-17
COc1ccc2nc(NC(=O)CSc3nc4ccccc4o3)sc2c1	-2	-1	-16	-1	-11	2	1	7	-2
